ALOX12 inh: ALOX12 (human) lipoxygenase inhibition. purified 12hLO, xylenol orange hydroperoxide absorbance. Potency, µM (doses to about 108 µM), for inactives: at the top dose activity change, negative = inhibition, most hits filed as inhibitors. hit rate 1.1% among 580,000; active means well fitted inhibition curve with a large enough effect; inconclusive means small, poorly fitted or top-dose-only effect, or another doubt; inactive means no such curve, though single readings can be large or run the other way
Target sequence (P18054 whole entry, looked up): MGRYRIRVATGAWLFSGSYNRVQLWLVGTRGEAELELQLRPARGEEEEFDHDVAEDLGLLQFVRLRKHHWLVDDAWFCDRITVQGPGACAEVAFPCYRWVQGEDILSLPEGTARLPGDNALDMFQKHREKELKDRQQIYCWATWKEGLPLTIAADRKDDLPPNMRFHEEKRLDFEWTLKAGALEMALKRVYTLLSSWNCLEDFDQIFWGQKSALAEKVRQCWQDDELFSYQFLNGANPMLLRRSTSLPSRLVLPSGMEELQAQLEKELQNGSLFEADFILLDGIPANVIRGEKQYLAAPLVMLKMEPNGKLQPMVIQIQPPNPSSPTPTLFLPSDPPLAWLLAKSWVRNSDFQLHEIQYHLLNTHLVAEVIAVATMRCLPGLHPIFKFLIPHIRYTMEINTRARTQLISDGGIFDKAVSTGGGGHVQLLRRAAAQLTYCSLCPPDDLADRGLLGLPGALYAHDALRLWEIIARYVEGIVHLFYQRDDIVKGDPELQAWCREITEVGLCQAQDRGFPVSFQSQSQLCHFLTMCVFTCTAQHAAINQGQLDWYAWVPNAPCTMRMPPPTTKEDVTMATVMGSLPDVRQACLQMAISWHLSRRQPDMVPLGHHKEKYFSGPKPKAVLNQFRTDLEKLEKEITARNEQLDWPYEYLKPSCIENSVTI
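Purified human 12hLO (150 nM final) in 25 mM Hepes, 0.01% Triton X-100, pH 7.0 was preincubated 15 min at room temperature with compound. Then 40 uM arachidonic acid was added, 30 min. Hydroperoxide was read by Fe-XO absorbance ratio 573/405 nm.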
An asterisk follows results filed as active; ? = inconclusive; [ ] = dose if it differs, or a comment. On the % scale 0 is the no-effect control and ±100 the full control effect; potency means the concentration at half of the fitted maximal effect.

#	Structure	ALOX12 inh
1	Cc1ccc(-c2nc(CN3CCCC3c3nnc4ccccn34)co2)cc1 (stereo not drawn)	?
2	CCC[C@H]1[C@@H](N(C)C)CC[C@@]23CCCN2C(=O)CCC[C@@H]13	-0.1%
3	O=C1Nc2ccccc2C12CCN([S+](=O)([O-])c1ccsc1)CC2	9.9%
4	CCOc1ccc(C(=O)C(C)OC(=O)c2ccc(OCC(N)=O)cc2)cc1 (stereo not drawn)	-27.8%
5	COCCC(=O)N1CCC(Oc2ccccc2-c2nc(C3CC3)no2)C1 (stereo not drawn)	31.3%[activator]
6	COc1ccc(C(=O)N2C[C@@H]3C[C@H](C2)c2ccc(NS(=O)(=O)c4ccc(OC)cc4)c(=O)n2C3)cc1	0.0%
7	Cc1c(CCC(=O)NC2CCCCCC2)c(=O)oc2cc(O)ccc12	16.7%
8	CCOc1cc(/C=C(/C#N)c2ccc(C(F)(F)F)cn2)ccc1O	-49.4%
9	COC(=O)Cc1c(C)c2ccc(OCc3ccccc3F)c(C)c2oc1=O	-7.9%
10	O=C(COc1ccc(F)cc1F)Nc1cccc2cccnc12	?
11	CCCOc1c(CN)cccc1OC	?
12	COC(=O)c1nc(NC(=O)c2ccc(Cl)cc2Cl)n[nH]1	?
13	CCC(CO)Nc1cccc2c1S(=O)(=O)N(Cc1cn(Cc3cccc(C(F)(F)F)c3)nn1)Cc1ccccc1O2 (stereo not drawn)	28.5%
14	O=C(NC1CCCC1)N1CC(Oc2ccccc2-c2nc(-c3ccccc3)no2)C1	2.1%
15	Cc1noc([C@H]2CCN(Cc3ccccc3F)C[C@H]2NC(=O)C2CC2)n1	56.4%[activator]
16	Cc1ccc(C=O)n1-c1ccc(Cl)cc1	?
17	O=C(c1ccncc1)N1CCC(N2C(=O)C(OCC3CC3)C23CCCCC3)CC1 (stereo not drawn)	10.2%
18	NC(=S)N/N=C1/CCCCC1c1ccccn1 (stereo not drawn)	?
19	CCc1cccc(NC(=O)N(C)CC2CCOC2)c1 (stereo not drawn)	35.7%[activator]
20	C/C(=N/Nc1ccc(S(=O)(=O)Nc2ccccc2)cc1[N+](=O)[O-])c1cccnc1	-2.4%

Part of the list above, with each value named:
#2 CCC[C@H]1[C@@H](N(C)C)CC[C@@]23CCCN2C(=O)CCC[C@@H]13
  ALOX12 inh: -0.1%
#19 CCc1cccc(NC(=O)N(C)CC2CCOC2)c1 (stereo not drawn)
  ALOX12 inh: 35.7%[activator]
#3 O=C1Nc2ccccc2C12CCN([S+](=O)([O-])c1ccsc1)CC2
  ALOX12 inh: 9.9%
#4 CCOc1ccc(C(=O)C(C)OC(=O)c2ccc(OCC(N)=O)cc2)cc1 (stereo not drawn)
  ALOX12 inh: -27.8%

Next part.
#	Structure	ALOX12 inh
21	CO[C@H]1C[C@@H](O)C12CCN(C(=O)c1ccc(OC(F)F)cc1)CC2	51.4%[activator]
22	Cc1noc(C)c1[S+](=O)([O-])N1CCCC(c2nnc3n2C(C(=O)O)CC3)C1 (stereo not drawn)	8.0%[6.33 µM]
23	Nc1nc(C2CC(NC(=O)Cc3ccc4c(c3)OCO4)C2)cc(=O)[nH]1 (stereo not drawn)	13.5%
24	COc1ccccc1CCC(=O)N[C@@H]1CN(c2ccncn2)C[C@H]1CO	16.2%
25	COc1ccccc1-c1noc(COC(=O)c2ccc3c(c2)NC(=O)CS3)n1	-17.5%
26	CC(C)Cc1nc(NCCN2CCOCC2)c(C#N)c2c1CCCC2	3.0%
27	CC(C)c1noc(-c2cn(C3CCN(C(=O)Cc4ccc(Br)cc4)C3)nn2)n1 (stereo not drawn)	?
28	CO[C@H]1C(=O)N(C(C)C)[C@H]1C1CCN(Cc2cccc(C#N)c2)CC1	-7.9%
29	Cn1c(SCC(=O)Nc2sccc2C#N)nnc1-c1cccc(Cl)c1	-2.3%
30	Cc1sc2nc(SCc3cccc(Cl)c3)n(CCCN3CCOCC3)c(=O)c2c1C	-6.7%
31	Cc1ccc(-n2nnc(-c3nc(-c4ccccc4Cl)no3)c2C)cc1F	8.0%
32	CCN(Cc1cc2ccccc2[nH]c1=O)C(=O)c1cccc(Cl)c1	-2.2%
33	CN(C(=O)c1ccc(C(C)(C)C)cc1)c1c(F)cccc1F	-33.6%
34	COc1ccccc1OCC(=O)N(Cc1ccc(-c2ccc(Cl)cc2)o1)C1CCS(=O)(=O)C1 (stereo not drawn)	?
35	CCCCCn1c(-n2nc(C)c(C)c2C)nc2c1c(=O)n(CC(=O)OC)c(=O)n2C	24.3%
36	Cc1ccc2nc(SCC(=O)Nc3ccccc3C(=O)Nc3ccccc3)[nH]c2c1	1.9%
37	O=C(Nc1cccc(F)c1)N1CCc2c(c3ccccc3n2CC2CC2)C1	225.9%[activator]
38	COC(=O)c1ccc(CNC(=O)C2Cc3ccc(C)cc3S2)cc1 (stereo not drawn)	?
39	Cc1noc(-c2ccc(OC3CN(C(=O)C(C)c4ccccc4)C3)cc2)n1 (stereo not drawn)	-3.0%
40	c1cncc(-c2nccc(-n3ccnc3)n2)c1	?

Further structures.
#	Structure	ALOX12 inh
41	CCCCNC(=O)Cc1csc2nc(C)c(-c3cc(C)n(-c4ccc(C)cc4C)n3)c(=O)n12	-24.0%
42	CNC(=O)CCn1ncc2cc(OCc3ccccc3-c3c(Cl)cccc3OC)ccc21	-10.7%
43	COc1ccc(CN(C)Cc2cccn2C)cc1	2.3%[176 µM]
44	NC(=O)c1nn(CC(=O)Nc2cccc3cccnc23)c(=O)c2ccccc12	6.6%
45	COc1ccc(OC)c(C(=O)COC(=O)c2cc(S(N)(=O)=O)ccc2Br)c1	?
46	CN(C)S(=O)(=O)c1ccc(Cl)c(C(=O)NCc2ccnc(N3CCCC3)c2)c1	10.5%
47	CCOC(C)C(=O)NCCSCc1cccs1 (stereo not drawn)	-40.9%
48	O=C(NCC1CCOCC1)Nc1ccc(C(F)(F)F)cc1	30.5%
49	Cc1ccc(NC(=O)COC(=O)CCSc2ccc(F)cc2)c(Br)c1	2.3%
50	O=C(CCC1CCN(CCCn2cccn2)CC1)NC1CCN(Cc2ccccc2)C1 (stereo not drawn)	-9.3%
51	COC(=O)c1ccc(NC(=O)C(NC(=O)c2ccccc2)C(C)C)c(C)c1 (stereo not drawn)	-19.8%
52	CC(=O)Nc1ccc(CC(=O)N2CCc3c(c(-c4nncn4CC4CC4)nn3C)C2)cc1	43.7%[activator]
53	O=C(NC1CCCCC1)c1cc2c(s1)CCN(C(=O)c1ccc(F)cc1)C2	10.4%
54	CC(C)(CNC(=O)CCCNC(=O)C1CC1)c1ccccc1	-25.5%
55	CCNC(=O)CN1C(=O)CN(C(=O)NCc2ccccc2)c2ccccc21	-4.1%
56	COc1ccccc1OCCn1cc(C(C)=O)c2ccccc21	52.2%[activator]
57	CC(C)c1nc2c(c(-c3ccc(O)cc3)n1)CN(C(=O)C1CC1)CC2	9.7%[176 µM]
58	CC(=O)Oc1cccc2cc(-c3nc(-c4ccc(Cl)cc4)no3)c(=O)oc12	?
59	O=C1CCCc2cc(S(=O)(=O)N3CCCC(C(=O)N4CCC5(CC4)OCCO5)C3)ccc2N1 (stereo not drawn)	11.2%
60	O=C(/C=C(\Nc1cccc(Cl)c1F)c1ccccc1)c1ccccc1	-4.4%

Further compounds follow:
#	Structure	ALOX12 inh
61	O=C(NCc1ccccc1)c1cc(NCc2cccnc2)ccn1	38.6%[activator]
62	O=C(Nc1c(F)cc(F)cc1Br)c1cc2ccccc2oc1=O	15.1%
63	O=C(NCC(O)CO)c1ccc(OC2CCN(CCc3ccccc3)CC2)cc1 (stereo not drawn)	41.8%[activator]
64	CS(=O)(=O)c1ccc(CC(=O)N[C@H](c2ccccn2)C2CC(O)C2)cc1 (stereo partly drawn)	21.1%
65	Cc1nc2cc(NC(=O)[C@@H]3C[C@@H](Sc4ccccn4)CN3Cc3ccccc3)ccc2s1	-7.2%
66	CCc1ccc(NC(=O)c2ccc3c(Cl)c4c(nc3c2)CCC4)cc1	-38.0%
67	CC(=O)N1CCC2(CC1)CN(C(=O)c1ccc(N)nc1)Cc1ccccc1O2	-3.8%[6.33 µM]
68	C=C(C)CN1CCN(c2nc3c(c(=O)[nH]c(=O)n3C)n2Cc2ccc(Br)cc2)CC1	11.8%
69	O=C(CCNC(=O)C1CCCC1)NC1CCCC1	4.1%
70	COc1ccc(C(=O)Oc2ccc(C#N)cc2)cc1OC	5.9%
71	O=C(O)CN(CC(=O)O)c1ccccc1	?
72	COc1cc(C)c(CN2CCc3nnc(C(C)NC(=O)c4cc(F)ccc4F)n3CC2)cc1C (stereo not drawn)	11.0%
73	C[C@H](NC(=O)[C@H]1N2C(=O)c3ccccc3C2SC1(C)C)C(=O)NCc1ccc(F)cc1 (stereo partly drawn)	13.6%
74	COc1cccc(C(=O)OCc2nc(N)c3ccccc3n2)c1O	6.6%
75	CCCC(=O)N1Cc2ccccc2CC2(CCCN2Cc2ccncc2)C1 (stereo not drawn)	9.3%[6.33 µM]
76	CC(C)c1cc(C(=O)N[C@@H]2COCC[C@@H]2OCc2ccccn2)nc(N)n1	43.4%
77	CCC(CO)NS(=O)(=O)c1ccc(Cl)c(C)c1Cl (stereo not drawn)	43.9%[activator]
78	O=C(Cc1ccc(N2CCCC2=O)cc1)N1CCC(C(=O)N2CCCCCC2)CC1	-10.4%
79	Fc1ccc(CN2CCn3c(nnc3-c3cccnc3)C2)cc1	-1.8%[6.33 µM]
80	CCCCOCCCNC(=O)c1ccc2nc(C)c(C)nc2c1	49.4%[activator]

(next part)
#	Structure	ALOX12 inh
81	COCCN(Cc1ccsc1)Cc1cn[nH]c1-c1ccc(F)cc1	48.8%[activator]
82	Cc1cc(OCC(=O)O)c(C)c2c1CC[C@@H]([C@H](C)C(=O)NCc1ccccc1)C2	-3.1%[176 µM]
83	CC(C)(C)OC(=O)N1CC(Nc2cccc(Oc3ccccc3)c2)C1	1.2%[6.33 µM]
84	COc1ccc(Nc2nc(C(=O)OCC(=O)c3ccc(Cl)cc3)cs2)cc1	?
85	CCOc1ccccc1-c1nc(-c2nnn3c2COC(c2ccccc2Cl)C3)no1 (stereo not drawn)	23.5%
86	COc1cc(C)ccc1OCc1cc(C(=O)NCc2n[nH]c3c2CCC3)no1	84.3%[activator]
87	O=C1c2c(nc(CNc3ccc(F)cc3)n2Cc2ccccc2)NCCN1Cc1ccccc1	72.2%[activator]
88	CCCC(=O)C1=C(NC(C)C(=O)O)CCCC1=O (stereo not drawn)	-14.2%
89	CCC(=O)N1CCc2cc(Br)c(S(=O)(=O)CCC(=O)NCCC(C)C)cc21	3.0%
90	CCCC(OC(=O)c1cc(C)nc2ccccc12)C(=O)Nc1cc(C)on1 (stereo not drawn)	-46.3%
91	Cc1ccc(NC(=O)CN2CCc3sccc3C2c2cccs2)cc1S(=O)(=O)N(C)C (stereo not drawn)	-0.3%
92	O=C(CSc1ncnc2sc3c(c12)CCCC3)Nc1ccc2c(c1)OCCO2	-14.9%
93	CC(C)n1cnnc1CC1CCCNC1 (stereo not drawn)	15.8%
94	Cn1c(=O)[nH]c(=O)c2c1nc(SCc1ccc(F)cc1)n2CCCc1ccccc1	-16.9%
95	O=C(O)C[C@@H]1CCN(C(=O)COc2ccccc2)C[C@@H]1CCN1CCC(n2c(=O)[nH]c3ccccc32)CC1	-12.6%
96	O=C(Cc1ccc(F)cc1)N1CCC2(CN[S+](=O)([O-])c3cccnc3O2)C1 (stereo not drawn)	1.7%[6.33 µM]
97	CN(C)C(=O)CN1C(=O)CO[C@H](c2ccc(NC(=O)c3ccc(F)c(Cl)c3)cc2)[C@H]1CO	12.0%
98	CC1=C(C(=O)Nc2cccc(C(F)(F)F)c2)C(c2ccc(Cl)cc2)n2ncnc2N1 (stereo not drawn)	-7.1%
99	O=C(O)CSCc1ccc(Cl)cc1Cl	16.9%
100	O=[N+]([O-])c1cc(S(=O)(=O)Nc2ccc(Cl)cc2)ccc1N/N=C/c1ccccc1F	36.0%

(listing goes on)
#	Structure	ALOX12 inh
101	Cc1noc(C)c1S(=O)(=O)N1CCc2n[nH]c(=O)n2CC1	90.3%[activator]
102	Cc1cccc(CN2C[C@H](Sc3ccccn3)C[C@H]2C(=O)Nc2ccc3sc(C)nc3c2)c1	5.2%
103	O=C(NCC(c1cccs1)N1CCCC1)c1cc(=O)c2ccc(Br)cc2o1 (stereo not drawn)	-11.5%
104	Cc1cc(C(=O)OCC(=O)c2cc(C)n(C)c2C)c2ccccc2n1	18.6%
105	CN1C(=O)Cc2ccccc2C1C(=O)N1CCN(c2ccc(F)cc2)CC1 (stereo not drawn)	47.4%[activator]
106	O=C(c1ccc(OC2CCN(C(=O)c3ccsc3)CC2)nc1)N1CCOCC1	40.8%[activator]
107	CC[C@H]1CN(C(=O)c2ccc(F)cc2)CC[C@H]1CC(=O)N[C@@H](CO)CC(C)C	20.6%[176 µM]
108	COc1ccc(Cn2c(C3CCN(C(=O)c4cccs4)CC3)n[nH]c2=O)cc1	-7.0%
109	CCNC(=O)c1ccccc1-c1ccc(S(=O)(=O)N(CC)CC)cc1	10.1%
110	CNC(=O)[C@@H]1C[C@H](Oc2cccnc2)CN1C(=O)C1CCCC1	15.4%
111	O=c1cc(-c2ccncc2)oc2c(-c3ccccc3O)nccc12	?
112	NC(=O)c1ncn([C@@H]2O[C@H](CO)[C@@H](O)[C@@H]2O)n1	0.0%
113	CCCc1cc(=O)oc2cc(OC(C)C(=O)OCC)ccc12 (stereo not drawn)	-0.6%
114	O=C(c1ccc(F)cc1)N1CCc2nc(OCC3CC3)ccc2C1	12.1%
115	CCc1cccc(NC(=O)Cn2c(=O)c(-c3noc(C)n3)c3n(c2=O)CCCCC3)c1	-16.7%
116	COc1cc(CNCc2ccc(C)c(F)c2F)ccc1OCC(O)CN1CCC(O)CC1 (stereo not drawn)	5.8%

Compound activity (PubChem)

These rows are one share of the data (hit frequency here may not be typical).
